Screening results: PubChem, Sanford-Burnham Center for Chemical Genomics
NOD1 inhibition: inhibition of NOD1-driven NF-kB reporter – cell-based, luminescence, uHTS, primary screen (AID 1578); NOD1-driven NF-kB luciferase reporter cells, luminescence; higher % means a stronger effect; inhibition, % at 4 µM; hits with a dose series show EC50 in µM; 1% of 290,000 active; in the data active = inhibition mostly above about 36%, no sharp cut-off; inactive = mostly below about 34%;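 also: HEK-293T reporter cells stimulated with the NOD1 agonist gamma-tri-DAP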
GPR55 antagonists: GPR55 antagonists blocking LPI-driven arrestin recruitment, primary screen, imaging, U2OS, beta-arrestin-GFP, LPI agonist (AID 2013); inhibition, % at 10 µM, or IC50 in µM where a hit was titrated; 0.13% of 290,000 active; U2OS GPR55 beta-arrestin-GFP translocation imaging, LPI antagonism; higher % means a stronger effect;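 active = spots per cell inhibited over 60%, with over 100 cells counted and total cytoplasm intensity under 500,000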;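 also: U2OS cells stably carrying GPR55 and arrestin-GFP stimulated by 5 µM LPI near EC80; imaged beta-arrestin-GFP aggregate spots per cell after agonist stimulation; plate controls were LPI-stimulated DMSO wells for no effect and DMSO wells without LPI for full effect; some results filed as inactive read as strong as hits; confirmed hits need IC50 under 10 µM and bright autofluorescent wells are also inconclusive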
SIAH1 antagonists: blockers of Siah-1 interaction with plectin peptide – biochemical, fluorescence polarization, rhodamine-plectin, uHTS, primary screen (AID 1817); Siah-1 / rhodamine-plectin peptide fluorescence polarization; higher % means a stronger effect; one-dose displacement, % at 20 µM; IC50 in µM for titrated hits; 0.02% of 290,000 active;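 active = displacement of at least 50% at 20 µM, with a fluorescence ratio check between 0.3 and a set limit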;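 also: plate controls were Siah plus tracer with DMSO for no effect and tracer alone without Siah for full effect; strong numbers were not always called active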
KOR beta-arrestin-1: kappa opioid receptor blockers – cell-based, luminescence, uHTS (AID 1778) | KOR beta-arrestin recruitment, luminescence, antagonist mode; higher % means a stronger effect | inhibition, % at 10 µM, or IC50 in µM where a hit was titrated | 0.091% of 290,000 active; in the data active = inhibition above about 50%; also: strong numbers were not always called active
AID2073: disruptors of CaV2.2 binding to Mint1 – biochemical, HTRF (AID 2073); HTRF protein-protein interaction, Mint1-CaV2.2; higher % means a stronger effect; 0.19% of 290,000 active; inhibition, % at 20 µM; hits with a dose series show IC50 in µM; in the data active = inhibition mostly above about 51%, no sharp cut-off; also: some results filed as inactive read as strong as hits
GPR35 arrestin U2OS: GPR35 antagonists blocking zaprinast-driven arrestin recruitment, primary screen, imaging, U2OS, beta-arrestin-GFP, zaprinast agonist (AID 2058). one-dose inhibition, % at 10 µM; IC50 in µM for titrated hits. 0.052% of 290,000 active. U2OS GPR35 beta-arrestin-GFP translocation imaging, zaprinast antagonism; higher % means a stronger effect;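 active = inhibition of at least 50% with at least 30 cells and total cytoplasm GFP at most 10,000,000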
KOR beta-arrestin-2: KOR agonists, beta-arrestin recruitment, primary screen, cell-based, luminescence, uHTS (AID 1777); KOR beta-arrestin recruitment, luminescence; higher % means a stronger effect; activation, % at 10 µM; hits with a dose series show EC50 in µM; 0.02% of 280,000 active; in the data active = activation above about 50%, passing the limit was not always enough; also: a part of the inactive calls stands beside numbers as strong as those of hits
HIV fusion peptide: inhibitors of HIV fusion peptide binding, primary screen, biochemical, uHTS, fluorescence dequenching (AID 1986); cell-free peptide binding, fluorescence dequenching, 30 min; higher % means a stronger effect; one-dose inhibition, % at 20 µM; IC50 in µM for titrated hits; 0.3% of 290,000 active; in the data active = inhibition mostly above about 52%, no sharp cut-off; inactive = mostly below about 76%; also: some results filed as inactive read as strong as hits
GPR55 activation: selective activators of receptor GPR55 – imaging, U2OS cells, beta-arrestin-GFP redistribution, primary screen (AID 1961). U2OS GPR55 beta-arrestin-GFP redistribution imaging; higher % means a stronger effect. activation, % at 10 µM; hits with a dose series show EC50 in µM. 0.048% of 290,000 active;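 active = activation above 40% with more than 50 cells counted in the well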;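 also: U2OS osteosarcoma cells stably expressing GPR55 and beta-arrestin-GFP; plate controls were DMSO negative control for no effect and LPI positive control for full effect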
Active calls of the source: *; / = not tested or not shown; [ ] = another dose, or the depositor's remark. Only part of the results is shown. The share of hits here may be higher or lower than overall.

SMILES | NOD1 inhibition | GPR55 antagonists | SIAH1 antagonists | KOR beta-arrestin-1 | AID2073 | GPR35 arrestin U2OS | KOR beta-arrestin-2 | HIV fusion peptide | GPR55 activation
COc1ccc(/C=N/n2c(C)nc3sc(C)c(C)c3c2=O)cc1 | -3% | -7% | 3% | 21% | 13% | -2% | -0.8% | -0.8% | 0.7%
Cc1cc(C)cc(NC(=S)Nc2ccc3cn[nH]c3c2)c1 | -14% | 12% | -4% | -71% | -18% | -8% | -0.1% | 3.2% | 0.0%
CCc1ccccc1N1C(=O)C2C3CC(=O)C(c4ccccc43)C2C1=O (configuration not stated) | -28% | 0% | 1% | 3%[20 µM] | -7% | 3% | / | 0.7% | 0.2%
Cc1nc2ccc(NC(=O)NCc3ccco3)cc2s1 | -19% | -10% | -3% | -10% | -3% | 24% | -2.9% | 0.9% | -0.1%
O=c1[nH]c(-c2ccccc2O)nc2c1CCCC2 | -8% | 8% | 0% | 8% | -2% | -2% | 11% | -2.9% | -0.2%
CNc1nc(SCc2ccccc2Cl)nc2c1CCCC2 | 34% | 1% | 2% | -20% | 9% | -4% | 3.8% | -1.9% | -0.1%
Cc1c(Cl)c([N+](=O)[O-])nn1CC(=O)NCc1ccc(Cl)cc1 | -36% | -1% | 2% | 7%[20 µM] | -2% | -11% | / | -0.6% | 0.7%
O=C1CC(c2cccc([N+](=O)[O-])c2)c2cc3c(cc2N1)CCC3 (configuration not stated) | 19% | 9% | 4% | -6% | -16% | 15% | 4.1% | -0.8% | -0.7%
Cc1ccc(NS(=O)(=O)c2ccc(-c3ccc(=O)[nH]n3)o2)c(C)c1 | -26% | -6% | -3% | -7% | 5% | 0% | -1.7% | -1.0% | 1.0%
C/C(N)=C(/C#N)C(=O)COC(=O)CCC1CCCC1 | 20% | 8% | -4% | 6% | -10% | 24% | -6.0% | -0.8% | -0.1%
CC(C)CC(=O)NC(=S)Nc1ccccn1 | 7% | -3% | -1% | -49% | -3% | -4% | -0.6% | -0.6% | -0.1%
O=[N+]([O-])c1ccc(Cc2ccncc2)cc1 | -30% | 5% | 3% | -13%[20 µM] | 11% | -12% | / | -0.8% | 0.2%
O=C(Nc1cccc(F)c1)C1CCN(C(=O)NCc2ccccc2)CC1 | -8% | -4% | 1% | -3% | 13% | -4% | 2.8% | -0.4% | 0.5%
CCN(C#N)c1nc(NC(C)C)nc(NC(C)C)n1 | -11% | 0% | 8% | 8% | -6% | -3% | -2.4% | 1.1% | 0.2%
COc1ccc(C(C#N)C2(C)OCCO2)cc1OC (configuration not stated) | 7% | -1% | -5% | -20% | -6% | 15% | -6.3% | -1.3% | -0.2%
CC1=NN(C(=O)CCc2ccccc2)C(c2ccccc2)C1 (configuration not stated) | 24% | 11% | -3% | -37%[20 µM] | -6% | -3% | -2.5% | -1.8% | -0.1%
C#CCN1C(=O)C(O)(CC(=O)/C=C/C=C/c2ccccc2)c2ccccc21 (configuration not stated) | 57%* | 11% | -3% | -1% | 6% | -5% | 1.9% | 0.5% | 0.2%
CC1(C)OC2OC(C(=O)N/N=C/c3cc(Br)ccc3O)C3OC(C)(C)OC3C2O1 (configuration not stated) | -10% | 13% | -1% | 13% | 16% | -6% | 5.6% | 1.7% | -0.3%
O=C(CN1C(=O)NC2(CCCC2)C1=O)NCCC1=CCCCC1 | 32% | 12% | 2% | 21% | 8% | -3% | -3.6% | 1.5% | -0.1%
CCOc1ccc(N2CC(C(=O)Nc3cccc(C)c3C)CC2=O)cc1 (configuration not stated) | -23% | 7% | 6% | -1% | 0% | 2% | 1.2% | 2.5% | 0.1%
Cc1ccc2nc(N/C(N)=N/S(=O)(=O)c3ccc([N+](=O)[O-])cc3)nc(C)c2c1 | 4% | 10% | 1% | 8% | 10% | -6% | 2.0% | -0.7% | -0.6%
O=C(O)c1ccccc1NS(=O)(=O)c1cccc(C(F)(F)F)c1 | -13% | -2% | 4% | 10% | 1% | 11% | 2.8% | 7.8% | -0.2%
CCCc1cc(C(=O)Nc2ccc(CC)cc2)no1 | -19% | -6% | -4% | -54% | 1% | 8% | 9.8% | 0.7% | 0.3%
Cc1occc1-c1nnc(SCC(=O)N2c3ccccc3CCc3ccccc32)n1C | -24% | -6% | -2% | -31% | -3% | 8% | 4.9% | 2.3% | -0.3%
COc1ccccc1N1CCN(C(=O)CCCn2c(=O)[nH]c3ccsc3c2=O)CC1 | -12% | -3% | 10% | 26% | 0% | -1% | -5.8% | -1.5% | -0.2%

In a second layout: 4 of the compounds above.
COc1ccc(/C=N/n2c(C)nc3sc(C)c(C)c3c2=O)cc1
  NOD1 inhibition: -3%; GPR55 antagonists: -7%; SIAH1 antagonists: 3%; KOR beta-arrestin-1: 21%; AID2073: 13%; GPR35 arrestin U2OS: -2%; KOR beta-arrestin-2: -0.8%; HIV fusion peptide: -0.8%; GPR55 activation: 0.7%
O=c1[nH]c(-c2ccccc2O)nc2c1CCCC2
  NOD1 inhibition: -8%; GPR55 antagonists: 8%; SIAH1 antagonists: 0%; KOR beta-arrestin-1: 8%; AID2073: -2%; GPR35 arrestin U2OS: -2%; KOR beta-arrestin-2: 11%; HIV fusion peptide: -2.9%; GPR55 activation: -0.2%
C#CCN1C(=O)C(O)(CC(=O)/C=C/C=C/c2ccccc2)c2ccccc21 (configuration not stated)
  NOD1 inhibition: 57%*; GPR55 antagonists: 11%; SIAH1 antagonists: -3%; KOR beta-arrestin-1: -1%; AID2073: 6%; GPR35 arrestin U2OS: -5%; KOR beta-arrestin-2: 1.9%; HIV fusion peptide: 0.5%; GPR55 activation: 0.2%
O=C(Nc1cccc(F)c1)C1CCN(C(=O)NCc2ccccc2)CC1
  NOD1 inhibition: -8%; GPR55 antagonists: -4%; SIAH1 antagonists: 1%; KOR beta-arrestin-1: -3%; AID2073: 13%; GPR35 arrestin U2OS: -4%; KOR beta-arrestin-2: 2.8%; HIV fusion peptide: -0.4%; GPR55 activation: 0.5%

Further entries follow:
SMILES | NOD1 inhibition | GPR55 antagonists | SIAH1 antagonists | KOR beta-arrestin-1 | AID2073 | GPR35 arrestin U2OS | KOR beta-arrestin-2 | HIV fusion peptide | GPR55 activation
O=C(Cn1ncc(Cl)c(Cl)c1=O)NC1CCS(=O)(=O)C1 (configuration not stated) | -7% | 8% | 13% | 1% | 30% | -11% | 1.1% | 2.1% | 0.0%
O=C(CCl)Nc1cccn2ncnc12 | 26% | -2% | 0% | -4% | 8% | 7% | 0.0% | 3.8% | -0.2%
O=C(Nc1ccccn1)c1cccnc1 | 22% | -8% | 0% | 2% | 13% | 3% | -4.5% | -0.2% | 0.0%
CSc1ncccc1C(=O)Nc1ccc(C)cn1 | -14% | 18% | 8% | 17% | 2% | -11% | -5.9% | -0.8% | 0.0%
CCN(CC)C(=O)c1ccc2nc3ccccc3nc2c1 | -2% | -4% | 34% | 6% | -4% | 11% | -3.3% | -1.3% | -0.2%
COc1cc(NC(=O)CN2C(=O)NC(C)(c3ccc4ccccc4c3)C2=O)c(C)cc1[N+](=O)[O-] (configuration not stated) | -31% | 9% | -2% | 10% | 16% | -7% | 4.5% | 1.3% | -0.3%
O=C(CCNS(=O)(=O)c1ccc(Cl)cc1)NCc1ccccn1 | -17% | -6% | 0% | 10% | -4% | 5% | 0.3% | 2.0% | 0.3%
O=C(Nc1ncc(Cc2ccccc2Cl)s1)C1=NCCN1 | 28% | -4% | 2% | 18% | 6% | 11% | -7.5% | -1.2% | 0.2%
O=C1CC(SC(=Nc2ccccc2)Nc2ccccc2)C(=O)N1c1cccc(Cl)c1 (configuration not stated) | 28% | 17% | 2% | 0% | 1% | -2% | 3.9% | -2.1% | -0.1%
CCc1ccc(NC(=O)CS(=O)CC(=O)NC(C)CCc2ccco2)cc1 (configuration not stated) | -42% | 0% | 9% | 12% | 11% | 0% | -0.9% | 1.9% | -0.1%
CC(C)(C)NC(=O)NC(=O)COC(=O)c1cccc(OC(F)F)c1 | -23% | -22% | 0% | -36% | 19% | -14% | 1.7% | -0.4% | -0.2%
COCCSc1nnc(NC(=O)Cc2ccc(OC)c(OC)c2)s1 | -16% | -7% | 3% | -1% | -13% | -6% | -4.2% | 1.0% | -0.3%
CCOc1ccc(S(=O)(=O)N(C)C2CCCCC2)cc1 | -24% | 3% | 6% | -1% | -2% | -13% | -2.0% | 0.6% | 0.3%
C=CCn1c(SCC(=O)N2CCCC2)nc2c([nH]c3ccccc32)c1=O | -5% | 1% | 12% | 23% | 11% | 13% | -3.0% | 2.8% | 0.7%
O=c1cc(CNc2cc(C(F)(F)F)cc(C(F)(F)F)c2)nc2sccn12 | -39% | 13% | 0% | 16% | 4% | 1% | 4.2% | -0.3% | -0.3%
COc1ccc(C(=O)c2ccc(N(C)C)cc2)c2ccccc12 | -10% | -21% | 4% | -185% | 17% | -8% | -3.7% | 0.9% | -0.3%
Cc1ccc(CNC(=O)C2C3C=CC4(CN(Cc5cccnc5)C(=O)C24)O3)cc1 (configuration not stated) | -8% | 3% | 2% | 0% | -9% | -5% | -4.0% | 0.6% | -0.1%
CN1CCC(=NNC(=O)CN(c2ccccc2)S(=O)(=O)c2ccccc2)CC1 | -11% | 9% | 0% | 13% | 12% | 8% | 2.5% | 0.8% | 0.3%
COc1cc(C2N(c3ccc(Cl)cc3)C(=O)C3CCCN32)cc(OC)c1OC (configuration not stated) | -4% | 6% | 2% | -7% | -2% | 0% | -2.5% | -2.3% | -0.2%
COc1ccc(/C=N/N(CCC(=O)NC(C)(C)C)C2=NS(=O)(=O)c3ccccc32)cc1 | -15% | 4% | 2% | 0% | 25% | 0% | -4.4% | -2.0% | 0.0%
C=CCc1cccc(CNc2nc3ccccc3n2CC)c1O | 12% | 6% | -1% | -19% | -7% | 7% | 2.6% | -2.4% | 0.2%
CCOc1ccc(NC(=S)Nc2ccc(Br)cc2Cl)cc1 | -55% | -2% | 1% | -6% | 8% | -1% | -2.4% | -0.6% | -0.2%
CCN1CCCC1CNC(=O)C(=O)Nc1ccccc1 (configuration not stated) | -24% | 5% | 5% | -6% | 8% | -9% | -0.5% | 2.3% | -0.3%
CCS(=O)(=O)N1CCC(C(=O)Oc2ccc(Br)cc2)CC1 | -23% | 10% | 5% | -23%[20 µM] | 20% | 8% | -2.4% | -0.8% | 0.0%
Cc1nnc2ccc(-c3ccc(NC(=O)c4ccc(Cl)nc4)cc3)nn12 | -55% | -2% | 4% | -20% | 8% | 2% | -4.8% | 1.2% | -0.1%
Cc1cccc2c1cnn2C(=O)Nc1cc(F)ccc1F | -6% | 9% | 2% | 38% | 13% | 6% | -4.7% | -1.5% | -0.1%
N#Cc1c2ncn(CC(=O)c3ccc(Br)cc3)c(=O)c2c2n1CCC2 | 11% | -1% | 2% | 20% | 8% | -9% | 9.5% | -0.6% | 0.2%
